Compound activity as filed in PubChem BioAssay.
CRFBP-R2 block = antagonists of CRF-binding protein/CRF-R2 receptor complex; HEK293 CRF-R2/CRF-BP, CRF-induced calcium fluorescence; inhibition, % at 11.8 µM; 0.59% of 350,000 active; AID 588475;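 active = inhibition of the ligand-induced calcium signal above about 50% at the single tested concentration, limit read from the data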
TAAR1 antagonist = antagonists of human TAAR1; Q96RJ0; CHO RD-HGA16 TAAR1, Fluo-8 calcium fluorescence, antagonist; inhibition, % at 3 µM; 1.5% of 360,000 active; AID 624466;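 active = inhibition above a per-plate cutoff, the mean inhibition of test compounds on that plate plus 3 SD, cut at about 49% in these data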;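 also: 0% = DMSO plus EC80 beta-PEA response and 100% = DMSO alone without agonist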
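Test system – hTAAR1-expressing CHO RD-HGA16 cells, Gα16-coupled · Reagent – β-PEA at EC80 concentration, post-compound challenge · Compound dosing – 3 µM, single point · Timing – 140 s kinetic read after compound, 140 s after agonist · Detection – Fluo-8 intracellular calcium dye fluorescence, real-time kinetic reads · Control set – DMSO and EC80 PEA controls · Repeats – n of 1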
CHRM5 agonist = CHRM5 agonism in calcium assay; P08912; CHO-K1 hM5 cells, Fluo-8 calcium fluorescence; 0% DMSO wells, 100% maximal acetylcholine response; activation, % at 3 µM; 0.19% of 360,000 active;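 active = activation above the run's mean over test compounds plus 3 SD, cut at about 23% in these data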;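 also: signal is peak over basal fluorescence ratio across the kinetic read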
Target sequence (P08912 whole entry, looked up): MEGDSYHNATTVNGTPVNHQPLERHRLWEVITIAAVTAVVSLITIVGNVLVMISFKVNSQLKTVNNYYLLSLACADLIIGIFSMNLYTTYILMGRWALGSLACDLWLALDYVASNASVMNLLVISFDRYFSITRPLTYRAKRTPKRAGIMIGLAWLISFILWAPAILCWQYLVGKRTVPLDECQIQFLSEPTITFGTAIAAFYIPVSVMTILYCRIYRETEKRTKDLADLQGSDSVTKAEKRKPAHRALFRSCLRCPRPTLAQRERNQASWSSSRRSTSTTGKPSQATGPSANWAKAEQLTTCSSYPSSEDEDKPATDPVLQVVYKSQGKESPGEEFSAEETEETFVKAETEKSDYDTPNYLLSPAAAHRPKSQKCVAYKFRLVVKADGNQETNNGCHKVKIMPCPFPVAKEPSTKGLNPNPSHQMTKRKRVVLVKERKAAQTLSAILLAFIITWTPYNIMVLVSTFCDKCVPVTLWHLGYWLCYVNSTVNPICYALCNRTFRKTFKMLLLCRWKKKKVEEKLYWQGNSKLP
CHO-K1 Ca PAM = counter-screen for M1 PAMs: effect in parental CHO-K1 cells; ATP EC20, Fluo-8 calcium fluorescence; 0% at ATP EC20, 100% at ATP max; activation, % at 3 µM; 0.02% of 360,000 active;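 active = activation above the run cutoff, the mean activation of all test compounds plus 3 SD, cut at about 40% in these data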;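 also: peak over basal fluorescence ratio in a 140 s read after ATP addition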
TAAR1 ag = human TAAR1 agonism; CHO RD-HGA16 TAAR1, Fluo-8 calcium fluorescence; vehicle wells 0%, saturating PEA agonist 100%; activation, % at 3 µM; 0.99% of 360,000 active;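 active = activation above the mean activation of all test compounds in the run plus 3 SD, cut at about 38% in these data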
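Test system: RD-HGA16 (CHO) cells co-expressing Gα16 and hTAAR1; dosing: one-point dosing at 3 µM (nominal); timing: 17-24 h seeding, 75 min 37 °C dye, 30 min RT; signal: kinetic Fluo-8 calcium fluorescence; read-out basis: % activation relative to PEA EC100 response; controls: DMSO and PEA EC100; replicates: n 1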
CHRM5 antagonist = CHRM5 antagonism in calcium assay. P08912. CHO-hM5 cells, Fluo-8 calcium fluorescence, ACh EC80. inhibition, % at 3 µM. 0.59% of 360,000 active;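 active = inhibition above a per-plate cutoff, the mean of that plate's test compounds plus 3 SD, cut at about 27% in these data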;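 also: 0% = acetylcholine EC80 with DMSO and 100% = DMSO without agonist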
CHRM5 PAM = potentiates acetylcholine response at human M5 receptor; 0.3% of 360,000 active; activation, % at 3 µM; CHO-K1 hM5, Fluo-8 calcium, ACh EC20 PAM; 0% = ACh EC20, 100% = ACh EC100; P08912; AID 624038;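 active = activation above the run cutoff, the mean activation of all test compounds plus 3 SD, cut at about 18% in these data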
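System – CHO-K1 hM5 cells · Compound – 3 µM, single dose · Incubation – compound preincubation 140 s before EC20 acetylcholine addition · Technique – Fluo-8 calcium fluorescence · Measure – Max/basal fluorescence ratio as % of EC20–EC100 ACh window · Benchmarks – low control EC20 acetylcholine (0%), high control EC100 acetylcholine (100%) · Replication – singlicate, one well per test compound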
CRFBP-R2 agonist = CRF-BP/CRF-R2 complex agonism. HEK293 CRF-R2/CRF-BP, calcium dye fluorescence (FLIPR); percent of saturating CRF peptide response. activation, % at 13.2 µM. 0.46% of 350,000 active. AID 588473;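 active = activation of at least 50%, plus an integration ratio under a set limit after plate pattern correction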;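 also: plate controls were neutral control wells without compound for no effect and CRF at EC100 for full effect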
M4 PAM = CHRM4 positive allosteric modulation; CHO-K1 hM4/Gqi5, Fluo-8 calcium fluorescence, ACh EC20; 0% = ACh EC20, 100% = maximal ACh; 0.4% of 360,000 active; activation, % at 3 µM; P08173;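 active = activation above its plate's cutoff, the mean activation of sample wells plus 3 SD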; also: some results filed as inactive read as strong as hits
Target sequence (P08173 whole entry, looked up): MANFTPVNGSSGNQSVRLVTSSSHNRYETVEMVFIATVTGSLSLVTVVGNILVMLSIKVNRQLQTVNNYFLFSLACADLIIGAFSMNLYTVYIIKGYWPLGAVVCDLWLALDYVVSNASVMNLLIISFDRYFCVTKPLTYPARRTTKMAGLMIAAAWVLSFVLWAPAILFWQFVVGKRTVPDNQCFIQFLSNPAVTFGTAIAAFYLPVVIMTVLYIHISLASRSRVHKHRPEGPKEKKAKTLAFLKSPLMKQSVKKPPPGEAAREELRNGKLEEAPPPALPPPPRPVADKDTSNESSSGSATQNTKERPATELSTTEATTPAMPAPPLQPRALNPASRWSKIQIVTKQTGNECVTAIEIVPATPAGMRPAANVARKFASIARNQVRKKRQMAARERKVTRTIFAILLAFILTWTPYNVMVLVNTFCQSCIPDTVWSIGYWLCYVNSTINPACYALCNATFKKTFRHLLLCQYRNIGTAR
Starred values were filed as active, the others as inactive. This is a subset, so the mix of outcomes need not match the whole.

Screening CCCCn1c(O)c(C(CC)=Nc2cccc(C(=O)O)c2)c(=O)[nH]c1=O returned CRFBP-R2 block 9.7, TAAR1 antagonist -5.0, CHRM5 agonist 0.2, CHO-K1 Ca PAM 7.8, TAAR1 ag 1.0, CHRM5 antagonist -4.3, CHRM5 PAM 1.6, CRFBP-R2 agonist 1.6 and M4 PAM -0.5.
Cc1ccnc(-n2c(C)nc3ccccc3c2=O)c1 was read as CRFBP-R2 block 8.2, TAAR1 antagonist -5.1, CHRM5 agonist 0.2, CHO-K1 Ca PAM 6.3, TAAR1 ag 18.6, CHRM5 antagonist 2.4, CHRM5 PAM -0.5, CRFBP-R2 agonist -0.4 and M4 PAM -2.7.
Screening CC1(C)CC(=O)C(C=NCCN2CCN(C(=O)Cc3ccc(Cl)cc3)CC2)=C(O)C1 returned CRFBP-R2 block 1.3, TAAR1 antagonist -0.2, CHRM5 agonist -4.5, CHO-K1 Ca PAM 12.4, TAAR1 ag -0.2, CHRM5 antagonist 1.2, CHRM5 PAM 0.7, CRFBP-R2 agonist -0.1 and M4 PAM -4.1.
Screening CC1(C)C(c2ccccc2)=NC(c2cccnc2)N1O (configuration not stated) returned CRFBP-R2 block 9.1, TAAR1 antagonist 3.1, CHRM5 agonist -0.7, CHO-K1 Ca PAM 10.8, TAAR1 ag 6.2, CHRM5 antagonist -8.2, CHRM5 PAM -0.4, CRFBP-R2 agonist -2.2 and M4 PAM 27.4.
`CC1COC2N=C(N[N+](=O)[O-])NC2O1` (configuration not stated) gave CRFBP-R2 block -3.7, TAAR1 antagonist -0.3, CHRM5 agonist 0.6, CHO-K1 Ca PAM 4.6, TAAR1 ag 6.1, CHRM5 antagonist -5.1, CHRM5 PAM 0.6, CRFBP-R2 agonist 1.4 and M4 PAM 2.7.
Screening CNC(=O)C[C@H]1CC[C@@H]2NC[C@H](O)COC[C@H]2O1 returned TAAR1 antagonist -12.0, CHRM5 agonist 0.8, TAAR1 ag 1.0, CHRM5 antagonist -9.6, CHRM5 PAM 3.8 and M4 PAM 6.5.
For CC(NS(=O)(=O)OCC(Cl)(Cl)Cl)c1ccccc1 (configuration not stated) the results were CRFBP-R2 block -3.9, TAAR1 antagonist 3.9, CHRM5 agonist -3.7, CHO-K1 Ca PAM -15.4, TAAR1 ag 12.2, CHRM5 antagonist 7.4, CHRM5 PAM 0.7, CRFBP-R2 agonist -1.5 and M4 PAM -1.9.
COC(=O)C1=C(c2c(C)noc2C)C[C@@H]2CC[C@H]1N2C(=O)N1CCOCC1 was read as CRFBP-R2 block 2.7, TAAR1 antagonist -0.7, CHRM5 agonist 2.6, CHO-K1 Ca PAM 3.4, TAAR1 ag 14.8, CHRM5 antagonist 10.0, CHRM5 PAM 6.8, CRFBP-R2 agonist -3.4 and M4 PAM 7.0.
For C=CCc1ccc(OC)cc1 the results were CRFBP-R2 block 12.5, TAAR1 antagonist -0.8, CHRM5 agonist 1.7, CHO-K1 Ca PAM -8.9, TAAR1 ag 1.2, CHRM5 antagonist 11.7, CHRM5 PAM 0.2, CRFBP-R2 agonist 0.4 and M4 PAM 6.4.
O=c1[nH]c(O)c(N=Nc2ccc([N+](=O)[O-])cc2)c(=O)[nH]1 was read as CRFBP-R2 block 12.8, TAAR1 antagonist 7.7, CHRM5 agonist 2.8, CHO-K1 Ca PAM 19.1, TAAR1 ag 6.7, CHRM5 antagonist -3.2, CHRM5 PAM 12.2, CRFBP-R2 agonist 0.0 and M4 PAM 5.8.
Cc1ccsc1C(=O)C1CCCN(Cc2ccc(-n3cccn3)cc2)C1 (configuration not stated) was read as CRFBP-R2 block -2.6, TAAR1 antagonist -27.1, CHRM5 agonist -18.9, CHO-K1 Ca PAM 25.2, TAAR1 ag 2.6, CHRM5 antagonist 6.4, CHRM5 PAM -7.4, CRFBP-R2 agonist -0.3 and M4 PAM -26.6.
Screening O=c1[nH]c(=O)n(CCc2ccc(F)cc2)c(O)c1C=NCCCn1ccnc1 returned CRFBP-R2 block 3.2, TAAR1 antagonist -10.9, CHRM5 agonist -8.2, CHO-K1 Ca PAM -9.3, TAAR1 ag 6.0, CHRM5 antagonist -4.1, CHRM5 PAM 5.2, CRFBP-R2 agonist 0.2 and M4 PAM -1.4.
For COC(=O)C1=C(c2cccc(C#N)c2)C[C@@H]2CC[C@H]1N2C(=O)NCc1ccc(F)cc1 the results were CRFBP-R2 block 2.3, TAAR1 antagonist 0.4, CHRM5 agonist -11.1, CHO-K1 Ca PAM 20.1, TAAR1 ag 6.1, CHRM5 antagonist 1.3, CHRM5 PAM 0.2, CRFBP-R2 agonist -0.5 and M4 PAM 4.4.
`Cn1cccc1CNCCc1ccccc1F` gave CRFBP-R2 block 22.1, TAAR1 antagonist 67.1*, CHRM5 agonist -0.5, CHO-K1 Ca PAM 8.2, TAAR1 ag 62.9*, CHRM5 antagonist -5.0, CHRM5 PAM 5.4, CRFBP-R2 agonist 7.0 and M4 PAM -1.4.
`C[C@]12CC[C@H]3[C@@H](CC[C@]4(O)C[C@@H](O)CC[C@]34C=O)[C@@]1(O)CC[C@@H]2C1=CC(=O)OC1` gave CRFBP-R2 block -5.1, TAAR1 antagonist -23.1, CHRM5 agonist 1.3, CHO-K1 Ca PAM 11.6, TAAR1 ag 1.7, CHRM5 antagonist -6.5, CHRM5 PAM 3.3, CRFBP-R2 agonist -1.3 and M4 PAM 2.9.

The last 2 records of the section before come first, to join the parts.
`Cn1cccc1CNCCc1ccccc1F` gave CRFBP-R2 block 22.1, TAAR1 antagonist 67.1*, CHRM5 agonist -0.5, CHO-K1 Ca PAM 8.2, TAAR1 ag 62.9*, CHRM5 antagonist -5.0, CHRM5 PAM 5.4, CRFBP-R2 agonist 7.0 and M4 PAM -1.4.
`C[C@]12CC[C@H]3[C@@H](CC[C@]4(O)C[C@@H](O)CC[C@]34C=O)[C@@]1(O)CC[C@@H]2C1=CC(=O)OC1` gave CRFBP-R2 block -5.1, TAAR1 antagonist -23.1, CHRM5 agonist 1.3, CHO-K1 Ca PAM 11.6, TAAR1 ag 1.7, CHRM5 antagonist -6.5, CHRM5 PAM 3.3, CRFBP-R2 agonist -1.3 and M4 PAM 2.9.
For C[N+]1(C)C2CCC1CC(OC(=O)c1ccco1)C2 (configuration not stated) the results were CRFBP-R2 block 5.2, TAAR1 antagonist -4.2, CHRM5 agonist -18.9, CHO-K1 Ca PAM 26.4, TAAR1 ag 1.8, CHRM5 antagonist -6.1, CHRM5 PAM -0.8, CRFBP-R2 agonist 0.1 and M4 PAM -22.6.
`Cc1cc(OC(C)C(=O)NCc2cccnc2)c2c3c(c(=O)oc2c1)CCC3` (configuration not stated) gave CRFBP-R2 block 23.4, TAAR1 antagonist -18.8, CHRM5 agonist -3.1, CHO-K1 Ca PAM 3.5, TAAR1 ag 0.8, CHRM5 antagonist -4.7, CHRM5 PAM 2.0, CRFBP-R2 agonist -0.3 and M4 PAM -6.1.
`CN(C)CC1CSCCC1(O)c1ccccc1` (configuration not stated) gave CRFBP-R2 block 12.1, TAAR1 antagonist -1.1, CHRM5 agonist -6.3, CHO-K1 Ca PAM 8.4, TAAR1 ag 0.7, CHRM5 antagonist 0.9, CHRM5 PAM 5.5, CRFBP-R2 agonist -1.3 and M4 PAM -5.9.
For CN1C2CCC1C(C(=O)O)C(OC(=O)c1ccccc1)C2 (configuration not stated) the results were CRFBP-R2 block 1.2, TAAR1 antagonist -4.1, CHRM5 agonist 3.3, CHO-K1 Ca PAM -4.8, TAAR1 ag 4.8, CHRM5 antagonist -3.2, CHRM5 PAM -0.1, CRFBP-R2 agonist 0.2 and M4 PAM -1.3.
`CN1C(=O)N(C)C(=O)C2(Cc3cc([N+](=O)[O-])ccc3N(C)C2)C1=O` gave CRFBP-R2 block 6.9, TAAR1 antagonist -10.1, CHRM5 agonist -1.6, CHO-K1 Ca PAM 13.5, TAAR1 ag -0.4, CHRM5 antagonist 14.4, CHRM5 PAM -6.2, CRFBP-R2 agonist 1.2 and M4 PAM 1.1.
For COC(=O)C1=C(c2ccc(Cl)c(C(F)(F)F)c2)C[C@@H]2CC[C@H]1N2C(=O)NCc1ccc2c(c1)OCO2 the results were CRFBP-R2 block 11.1, TAAR1 antagonist 8.0, CHRM5 agonist -4.0, CHO-K1 Ca PAM 15.5, TAAR1 ag 5.5, CHRM5 antagonist 11.8, CHRM5 PAM -8.1, CRFBP-R2 agonist -2.3 and M4 PAM 10.6.
For COC(=O)C1=C(C)OC(N)=C(C#N)C12C(=O)Nc1ccccc12 (configuration not stated) the results were CRFBP-R2 block 1.1, TAAR1 antagonist -14.8, CHRM5 agonist 0.6, CHO-K1 Ca PAM 0.0, TAAR1 ag 0.1, CHRM5 antagonist -1.3, CHRM5 PAM 10.8, CRFBP-R2 agonist 1.0 and M4 PAM 11.2.
`CC(C)(C)N1Cc2ccccc2C1=N` gave CRFBP-R2 block 6.3, TAAR1 antagonist -3.2, CHRM5 agonist -13.0, CHO-K1 Ca PAM 24.0, TAAR1 ag 0.5, CHRM5 antagonist -4.0, CHRM5 PAM 30.9*, CRFBP-R2 agonist -0.1 and M4 PAM -2.2.
Screening Cn1c(O)c(C=NC2CCCCC2)c(=O)[nH]c1=S returned CRFBP-R2 block -22.0, TAAR1 antagonist -10.3, CHRM5 agonist 1.3, CHO-K1 Ca PAM 21.1, TAAR1 ag -0.5, CHRM5 antagonist -9.8, CHRM5 PAM 4.7, CRFBP-R2 agonist -1.0 and M4 PAM 2.4.
C#CC1(OC(=O)c2ccccc2)CC(C)N(C)CC1C (configuration not stated) was read as CRFBP-R2 block 3.5, TAAR1 antagonist -15.0, CHRM5 agonist -21.0, CHO-K1 Ca PAM 5.6, TAAR1 ag 10.1, CHRM5 antagonist -3.2, CHRM5 PAM 3.9, CRFBP-R2 agonist 2.2 and M4 PAM -13.9.
For CC(=O)Nc1cc(C(=O)N2CCC3(CC2)OCCO3)ccc1Sc1ccc(C)cc1 the results were CRFBP-R2 block -4.6, TAAR1 antagonist 1.4, CHRM5 agonist -0.5, CHO-K1 Ca PAM 17.1, TAAR1 ag 8.0, CHRM5 antagonist 4.3, CHRM5 PAM -0.8, CRFBP-R2 agonist 0.1 and M4 PAM 12.2.
`COCCNC(=O)c1ccc(N2CC3CC(C2)c2cccc(=O)n2C3)c([N+](=O)[O-])c1` (configuration not stated) gave CRFBP-R2 block 1.5, TAAR1 antagonist -42.9, CHRM5 agonist 0.3, CHO-K1 Ca PAM 14.8, TAAR1 ag 0.6, CHRM5 antagonist 0.9, CHRM5 PAM 5.5, CRFBP-R2 agonist -0.6 and M4 PAM -2.0.
Screening Cn1c(C(=O)N2CCC3(CC2)OCCO3)cc2c(=O)n(C)c3ccccc3c21 returned CRFBP-R2 block -11.1, TAAR1 antagonist 11.6, CHRM5 agonist 0.0, CHO-K1 Ca PAM -15.1, TAAR1 ag 3.1, CHRM5 antagonist 8.3, CHRM5 PAM -5.7, CRFBP-R2 agonist -0.4 and M4 PAM 7.2.
